From PubChem
GalR3 antag – human GalR3 antagonism | inhibition, % at 3 µM | 0.44% of 360,000 active | AID 651719 | O60755 | HEK293 GalR3-CNG cAMP membrane potential fluorescence; galR3 body fused to GalR1 C-terminus;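 active = inhibition above the screen-wide average plus 3 SD, cut at about 13% in these data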;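 note: forskolin and galanin both at EC90 stimulate the cells; cAMP rise reported by CNG channel membrane potential dye signal; 0% = forskolin plus galanin with DMSO and 100% = forskolin alone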
Target sequence (O60755 1-299 limits assumed): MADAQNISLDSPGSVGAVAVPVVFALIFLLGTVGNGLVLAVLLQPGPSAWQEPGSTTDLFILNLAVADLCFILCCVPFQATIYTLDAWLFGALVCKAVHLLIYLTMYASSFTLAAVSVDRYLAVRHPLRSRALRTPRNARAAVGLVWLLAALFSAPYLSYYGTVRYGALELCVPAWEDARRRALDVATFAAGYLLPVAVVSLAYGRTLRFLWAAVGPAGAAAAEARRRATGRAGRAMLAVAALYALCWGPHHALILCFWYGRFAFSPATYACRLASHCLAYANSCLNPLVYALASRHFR
* hit, by the source's call; & = joins results of further samples. Some of the compounds tested; rates above refer to the full screens.

GalR3 antag	molecule
6	Cn1ccc2c(N3CCCC3)cc3c(c21)C1CCC3C1 (stereo not drawn)
-1	C[C@@H]1CN([C@@H](C)CO)C(=O)CCCn2nncc2CO[C@H]1CN(C)S(=O)(=O)c1cccc(F)c1
-4	CC(NS(=O)(=O)c1ccc(Br)cc1F)[C@H](O)c1ccccc1 (stereo partly drawn)
-4	O=CNc1cc(-c2ccccc2Oc2ccccc2)cn2c(-c3ccc(F)cc3)cnc12
-6	OCC[C@@H]1C[C@H](O)[C@@H](O)[C@@]2(OCCc3cc(Cl)ccc32)O1
-4	COc1ccc(CNC(=O)c2ccc(-c3cccnc3)c3ccoc23)cc1OC
-7	CNC(=O)OCc1snc(-c2ccccc2)c1COC(=O)NC
-11	CCc1nc2c(OCCOc3ccc(F)cc3)cccn2c1N(C=O)Cc1ccc(OC)cc1
-1	Cn1ncc2c(=S)[nH]c(=S)[nH]c21
-7	OC[C@@H]1CN(CCN2CCOCC2)C[C@H](n2cnc3c(N4CCCC4)ncnc32)O1
11	COc1ccc(-c2oc3cc(O)c(OC)c(O)c3c(=O)c2OC)cc1O
-7	COc1cccc(Cn2cnc(-c3ccccc3OC)c2-c2ccco2)c1
-5	C[C@H](CO)N1C[C@H](C)[C@H](CN(C)S(=O)(=O)c2ccc3c(c2)OCCCO3)OCc2cnnn2CCCC1=O
6	COc1ccc(-n2cnc3c(N)nc(N)nc32)cc1
-4	N/C(=N\C(=S)Nc1ccc2c(c1)OCO2)c1ccccc1
-6	COc1ccc(C2NC(=S)N(Cc3ccc(Cl)cc3)C(C)=C2C(C)=O)cc1 (stereo not drawn)
-5	COC(=O)C1Cc2c([nH]c3ccccc23)C2CCC(=O)N12 (stereo not drawn)
-5	CCOC(=O)[C@@H](C)N1[C@@H](C)[C@H](c2ccccc2)Oc2ccc(Cl)cc2S1(=O)=O
-7	CC1(c2nnnn2Cc2ccccc2)CCC(=O)N1Cc1cccs1 (stereo not drawn)
-5	COc1ccc(N2C(=O)[C@H]3CCC=C[C@H]3[C@@H]2c2ccccc2Br)cc1
-6	CCOC(=O)C(C#N)=CN1CCNc2ccccc21
-4	COc1ccc(Cc2c(-c3ccc(OC)c(OC)c3)nc3ccc(C)cn23)c(C)c1
-3	COC(=O)[C@@]12C[C@@H](CC(=O)N3CCOCC3)C(=O)N(CCc3ccc(OC)c(OC)c3)C1=CCC(C)(C)C2
-4	C=CCn1c(=O)/c(=C/c2ccsc2)s/c1=C(\C#N)C(=O)NCCN1CCOCC1
0	CC(C)C1C(=O)N(Cc2cn(CCC3OCCO3)nn2)CCS(=O)(=O)N1Cc1ccc(-c2ccccc2)cc1 (stereo not drawn)
-6	CC1(C(=O)NS(=O)(=O)c2cccc(Cl)c2)CCN1C(=O)C1(c2ccc(Cl)cc2)CCC1 (stereo not drawn)
-7	CCOC(=O)C1(NC(=O)CN2C(=O)c3ccccc3C2=O)CCCC1
-7	CNc1cncc(-c2ccc(CN(C)C)cc2)n1
-7	O=C(O)C(C1CCCCC1)C1(O)CCCC1 (stereo not drawn)
-7	Nc1ncc(-c2ccc(F)cc2)nc1N1CCN(CCO)CC1
-7	C#CCN(C[C@@H]1[C@@H](OC(=O)NCC2CCCCC2)[C@@H](OC(=O)NCC2CCCCC2)CN(C(=O)OC(C)C)N1C(=O)OC(C)C)S(=O)(=O)c1ccc(C)cc1
2	CCOc1ccc2nc(N/C(N)=N/S(=O)(=O)c3ccc(C)cc3)nc(C)c2c1

Exported as labelled records: part of the list above.
COc1ccc(CNC(=O)c2ccc(-c3cccnc3)c3ccoc23)cc1OC
  GalR3 antag = -4

CNC(=O)OCc1snc(-c2ccccc2)c1COC(=O)NC
  GalR3 antag = -7

CCc1nc2c(OCCOc3ccc(F)cc3)cccn2c1N(C=O)Cc1ccc(OC)cc1
  GalR3 antag = -11

Cn1ncc2c(=S)[nH]c(=S)[nH]c21
  GalR3 antag = -1

More records follow:
GalR3 antag	molecule
-5	CCN(CC)C(=O)[C@H]1C[C@H](CC(=O)NC(C)(C)C)C(=O)N2CCc3c([nH]c4cc(-c5ccco5)ccc34)[C@]12C
-7	CCCCNC(=O)c1nc(C2CCN(S(=O)(=O)c3cccc(C(F)(F)F)c3)CC2)oc1-c1ccccc1
-3	O=C1/C(=C\c2ccc(Cl)c(Cl)c2)CN(C(=O)CCN2CCOCC2)C/C1=C/c1ccc(Cl)c(Cl)c1
-1	O=C(NN=Cc1cccc2ccccc12)C(=O)NN=Cc1cccc2ccccc12
-6	CCCNC(=O)C1(C)CCCN(C(=O)c2c(F)ccc(C)c2F)C1 (stereo not drawn)
-4	Cc1cc(C(F)(F)F)c2c(N)c(C(=O)NCc3ccc(Cl)cc3)sc2n1
-5	OC(CNc1ccnc2cc(Cl)ccc12)CNC1CCCCC1 (stereo not drawn)
-4	CN(C)N1C(=O)c2c(Cl)c(Cl)c(Cl)c(Cl)c2C1=O
-6	O=C(CCCCn1cnc2c(=S)nc[nH]c21)Nc1ccc(C(=O)O)c(O)c1
-5	Cc1ccc(S(=O)(=O)N2C3CCCCC3O[C@H]2CC(=O)OCc2ccccc2)cc1 (stereo partly drawn)
-3	CN(C)CCN(C(=O)c1ccc2ccccc2c1)c1nc2cc3c(cc2s1)OCO3
-4	CC1CCCC12NC(=O)NC2=O (stereo not drawn)
-3	CC(=O)C1=CCN(C)CC1
-7	Cc1ccc(S(=O)(=O)N2[C@H](CC(=O)c3ccc(F)cc3)OC[C@@H]2C)cc1
-5	COC(=O)C[C@@H]1C=C[C@@H](NC(=O)c2cccnc2)[C@@H](CO)O1
-2	O=C(NCCC1=CCCCC1)c1[nH]c(C(F)(F)F)nc1-c1ccccc1
-7	CN(C(=O)c1cccc(NC(=O)Cc2ccc(NC(=O)C3CCN(C(=O)C4CCCC4)CC3)cc2)c1)C1CCCC1
-5	CC1(C(=O)NS(=O)(=O)c2ccccc2Cl)CCN1C(=O)COc1ccc(Cl)cc1 (stereo not drawn)
-1	Cc1ccc(C)c(NC(=O)COC(=O)c2c(-c3ccccc3)noc2C)c1
1	O=S1(=O)CC(N2CCCCC2)CN1CCc1ccccc1 (stereo not drawn)
-5	CC(=O)Nc1cc2c3ccccc3n(C)c2cc1[N+](=O)[O-]
-3	O=C1C2C3C=CC(O3)C2C(=O)N1N=Cc1ccc2c(c1)OCO2 (stereo not drawn)
-6	CCCC(=O)N1CCC1(C)C(=O)NS(=O)(=O)c1ccccc1Cl (stereo not drawn)
2	Cc1ccc(NC(=O)C2(C)CCN2Cc2cccc3c2OCO3)cc1O (stereo not drawn)
-4	COc1ncnc2c1ncn2CCCNCc1ccccc1
-3	CC(C)C[C@@H]1Cc2[nH][nH]c(=O)c2[C@H](C)O1
2	Cc1cc(C(=O)O)cc(S(=O)(=O)Nc2ccccc2C(=O)NC2CC2)c1C
-8	COc1ccc(CC(N)c2csc(NC(=O)Nc3ccccc3Oc3ccccc3)n2)cc1 (stereo not drawn)
2	CC12CCC(C(S(=O)(=O)Nc3ccccc3)C1=O)C2(C)C (stereo not drawn)
-4	CC1=C(C(=O)Nc2cc(C(=O)NCc3ccccc3)ccc2C)SCCO1
-9	Cc1cc(S(=O)(=O)Nc2ncnc3sccc23)ccc1F
-7	Cc1ccc(CSC2=NCCN2S(=O)(=O)c2ccc(C)cc2)cc1

Brought forward from above: 4 entries; new compounds follow.
GalR3 antag	molecule
2	CC12CCC(C(S(=O)(=O)Nc3ccccc3)C1=O)C2(C)C (stereo not drawn)
-4	CC1=C(C(=O)Nc2cc(C(=O)NCc3ccccc3)ccc2C)SCCO1
-9	Cc1cc(S(=O)(=O)Nc2ncnc3sccc23)ccc1F
-7	Cc1ccc(CSC2=NCCN2S(=O)(=O)c2ccc(C)cc2)cc1
0	O=C(NCCCCc1ccccc1)c1cccc(NC(=O)c2ccccc2)c1
-5	CC(C)N1CCC(=O)NC1=O
-8	CCOC(=O)[C@]12CCC=C1N(Cc1ccco1)C(=O)[C@H](CC(=O)NCC13CC4CC(CC(C4)C1)C3)C2
-3	CC(=O)NC(c1ccc(F)c(F)c1)c1nc(-c2ccc3c(c2)OCO3)cs1 (stereo not drawn)
2	CC(C)(C)OC(=O)N1O[C@H]2C=C[C@@H]1C2
-6	COc1ccc(CCC(=O)Nc2c(-c3ccc(N(C)C)cc3)[nH][nH]c2=O)cc1
-2	CCN1C[C@@H]2[C@@H]3C(=O)N(C)C(=O)[C@@H]3[C@](C)(C1=O)N2C(=O)c1ccc(Cl)c(Cl)c1
-5	Cn1ccc2c(-c3ccc(CO)cc3)cc3c(c21)C1CCC3C1 (stereo not drawn)
1	COC(=O)[C@]12CCCCC=C1N(CCC1=CCCCC1)C(=O)[C@H](CC(=O)N1CCCC1)C2
-4	CCCS(=O)(=O)NC(=O)C1(C)CCN(C(=O)c2cccc(C)c2C)C1 (stereo not drawn)
-3	Cc1cccnc1C(NC(=O)C1CCN(CCCOc2ccc(F)cc2)CC1)c1ccccc1 (stereo not drawn)
-6	NC(=O)c1cccc(-c2coc3c(C(=O)NC4CCCCC4)cccc23)c1
-6	Nc1ncnc2c1ncn2[C@@H]1O[C@H](CNC(=O)[C@@H]2CCN2)[C@@H](O)[C@H]1O
-8	C[C@@H]1ON(C)[C@H]2C[C@H]3c4[nH]c5cccc(Br)c5c4CCN3C(=O)[C@@H]12
-11	COc1cc(OC)nc(Oc2ccccc2C=O)n1
37*	Cc1c(C(=O)NCc2ccc(C(C)C)cc2)sc(=O)n1Cc1ccc(S(=O)(=O)N(C)C)cc1
-2	Cc1cc(C)cc(C(O)c2ncc(-c3ccccc3)[nH]2)c1 (stereo not drawn)
-3	CC(C)C[C@@H](CN)NC(=O)c1nc[nH]c1C(=O)N[C@@H](CC(C)C)C(=O)CNC[C@H](C)NC(=O)c1nc[nH]c1C(=O)N[C@@H](C)C(=O)O
-3	COc1cc(NC(=O)COC(=O)c2ccc3ccccc3n2)cc(OC)c1
-6	C=C(C)Cn1c2ccc(NC(=O)NCc3ccccc3)cc2c(=O)n1C
-7	COc1ccccc1-c1csc(C(NC(C)=O)c2ccc(F)c(F)c2)n1 (stereo not drawn)
-1	COc1ccc(NC(=O)COC(=O)c2ccc3c(c2)OCCO3)cc1
-7	CCCCNC(=O)C[C@H]1C[C@@]2(C(=O)OC)C(=C[C@H](COCc3ccccc3)O[C@@H]2C)N(CCC2=CCCCC2)C1=O
-4	Cc1ccccc1S(=O)(=O)NC(=O)C1(C)CCN1C(=O)CCc1ccccc1 (stereo not drawn)
-6	COCCCNC(=O)C[C@@H]1C[C@@]2(C(=O)OC)CC(C)(C)CC=C2N(CCc2ccc(OC)c(OC)c2)C1=O
1	COc1ccccc1C=NN=C1c2ccccc2-c2ccccc21
-6	COc1ccc(C(O)c2nc(-c3ccc(N(C)C)cc3)cs2)cc1 (stereo not drawn)
-1	C=CCN1[C@@H](C)[C@H](c2ccccc2)Oc2cccc(NCCc3ccccc3)c2S1(=O)=O
-5	CCCCNC(=O)C1c2ccccc2OCC(=O)N1CCc1c[nH]c2ccccc12 (stereo not drawn)
-6	CC(=O)Nc1ccc(NC(=O)c2csc([C@@H]3C[C@H](O)[C@@H](CO)O3)n2)cc1
-8	CC(C)(C)Cc1c(C2CCCCC2)nc2ccc(Cl)cn12
-8&-8	CC(C)(C)n1nnnc1C(c1ccccc1)N1CCN(c2ncccc2C(F)(F)F)CC1 (stereo not drawn)
-5	COc1ccccc1Cn1c(=S)[nH]c2cc(C(=O)N3CCCC(C)C3)ccc2c1=O (stereo not drawn)
-6	O=C(CSc1nnc2n1CCCCC2)NCc1ccccc1
-6	O=C(NNC(=O)c1ccc2ccccc2c1)c1ccc(Cl)cc1
-6	Cc1ccc(S(=O)(=O)N(C)C[C@@H]2OCCCC[C@H](C)Oc3ccc(NC(=O)Nc4ccc(F)cc4)cc3C(=O)N([C@H](C)CO)C[C@H]2C)cc1
-8	CC(C)N1CCC1(C)C(=O)Nc1ccccc1OC(F)F (stereo not drawn)
-7	Cc1cc(F)ccc1-c1cc(C(=O)NCc2cccs2)[nH]n1
-7	CCCCOC(=O)c1ccc(NC(=O)COC(=O)C2CC2C)cc1 (stereo not drawn)
-3	COc1ccccc1N1CCN(C(=O)c2ccccc2SCC(=O)NCc2ccco2)CC1
0	O=S(=O)(CCNCc1ccco1)NC1CCCCC1
-3	Cc1cc(C(=O)N2CCC2(C)C(=O)NCC(C)(C)C)nn1C (stereo not drawn)
-8	COc1ccccc1-c1csc(C(O)c2ccc(F)cc2)n1 (stereo not drawn)
-1	N#CCCN(Cc1ccccc1)C(C(=O)NC1CCCCC1)C1CC1 (stereo not drawn)
-3	O=C(Nc1ccccc1)c1cc(C2CCCN(C(=O)CCc3ccccc3)C2)on1 (stereo not drawn)
-7	COC(=O)[C@]12C[C@H](CC(=O)NCCC(C)C)C(=O)N(Cc3ccc4c(c3)OCO4)C1=C[C@H](C(C)(C)C)O[C@@H]2C
-3	OCc1cccc(-c2csc(C(O)c3ccccc3)n2)c1 (stereo not drawn)
-2	C=CCN1C(=O)[C@H]2CCC=C[C@H]2[C@@H]1c1cccc(C)c1
-5	O=C(NN=Cc1cccc2ccccc12)C1CC1
-7	Cc1cccc(S(=O)(=O)NC(=O)C2(C)CCN2C(=O)C2(c3ccc(Cl)cc3)CC2)c1 (stereo not drawn)
-1	CCOC(=O)c1c(C)[nH]c(C(=O)OCC(O)=C(C#N)c2nc3ccccc3[nH]2)c1C
-6	CSc1c2c([nH]c(=O)c1C#N)-c1ccccc1CC2
